SDO1 yeast rescue: growth rescue of sdo1-depleted yeast, primary screen, S. cerevisiae, bone marrow failure model; actives 0.21% (n = 140,000); z-score at 10 µM; S. cerevisiae sdo1-depleted JHY4D growth rescue, OD600 30 h; stronger effect = higher value; pdr5 snq2 efflux-pump mutant strain;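 active = z-score above 3 at both the 24 hr and the 30 hr optical density reads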;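 also: z-score against mean and SD of all compound wells on the same plate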
INS promoter inh: inhibitors of insulin promoter-driven GFP, primary screen, imaging, TRM-6 cells (human fetal islet line), eGFP reporter, cell count; inhibition, % at 2 µM; actives 0.9% (n = 130,000); reporter expression induced with tamoxifen;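 active = inhibition above the mean plus 3 SD, with well images judged a real hit on visual review, cut at about 60% in these data, passing the limit was not always enough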
SDO1 yeast rescue Rescue 24 h: second read-out of SDO1 yeast rescue, no call of its own (marks repeat the call); z-score; S. cerevisiae sdo1-depleted JHY4D growth rescue, OD600; measured here: growth rescue at 24 h;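 0 is the plate mean of compound wells and units are plate SD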
The depositor's hits bear a star; nt = no result given.

smiles,SDO1 yeast rescue,SDO1 yeast rescue Rescue 24 h,INS promoter inh
CCN1C(=O)CC(C(=O)NCCc2ccc(S(N)(=O)=O)cc2)SC1=Nc1ccc(OC)cc1 (stereo not given),nt,nt,-9
CC(=O)Nc1ccc(OCC(O)CN2CCN(c3ccccc3Cl)CC2)cc1 (stereo not given),-0.08,0.06,6
OCCCc1cn(-c2ccccc2)c2ccccc12,nt,nt,0
COc1ccc(/C=N/N=C2/NC(=O)CC(C(=O)O)S2)cc1 (stereo not given),0.33,-0.09,7
CC(C)c1ccc(NC(=O)COC(=O)/C=C/c2cccc([N+](=O)[O-])c2)cc1,-1,-1.1,9
COc1cc(C(=O)N2CCN(c3cccc(C)c3C)CC2)cc(OC)c1OC,-1.5,-1.6,nt
Cc1ccc(N=C(NO)c2nonc2N)cc1,1.4,1.2,-6
O=C(NCc1ccc2c(c1)OCO2)c1cccc(S(=O)(=O)N2CCCCC2)c1,-0.01,0.28,-19
CCOC(=O)/C(C#N)=C/Nc1ccccc1NS(=O)(=O)c1cccc(C(C)=O)c1,nt,nt,33
Cc1cc2c(N=O)c(NO)ccc2[nH]1,1.4,0.79,-9
Cc1ccc(SCC(=O)Nc2ccc(S(=O)(=O)Nc3nccs3)cc2)cc1,1.8,2,nt
CCCc1nn(C)c(C(=O)Nc2cccc(C)c2)c1Cl,0.25,0.27,0
COCCCNC(=O)C1CCCN(S(=O)(=O)c2ccc(C)cc2)C1 (stereo not given),0.97,0.13,-59
Cc1cc(C)n(-c2ccc(Cl)c(C(=O)Nc3ccc(-c4nnc5n4CCCCC5)cc3)n2)n1,-1.4,0.55,-9
O=C(Nc1ccsc1C(=O)N1CCCC1)c1ccccc1,nt,nt,91*
Cc1onc(-c2ccccc2)c1C(=O)NCC1CCN(C(=O)c2c(-c3ccccc3)noc2C)CC1,1.4,0.95,5
CC(=O)C1=C(C)NC(SCSc2ccccc2)=C(C#N)C1c1cccnc1 (stereo not given),0.71,1.7,-500
CN(C(=O)COC(=O)c1ccc2c(c1)OCO2)C1CCS(=O)(=O)C1 (stereo not given),0.95,1,nt
Cn1c(=O)cc(SCC(=O)NCCCN2CCOCC2)c2ccccc21,0.99,0.2,nt
CC(=O)/C(=C/N(C)C)C(=O)Nc1ccc(Cl)cc1Cl,nt,nt,-100

Entries listed above printed as active in INS promoter inh:
smiles,SDO1 yeast rescue,SDO1 yeast rescue Rescue 24 h,INS promoter inh
O=C(Nc1ccsc1C(=O)N1CCCC1)c1ccccc1,nt,nt,91*

The main list resumes with the two entries that preceded the break.
smiles,SDO1 yeast rescue,SDO1 yeast rescue Rescue 24 h,INS promoter inh
Cn1c(=O)cc(SCC(=O)NCCCN2CCOCC2)c2ccccc21,0.99,0.2,nt
CC(=O)/C(=C/N(C)C)C(=O)Nc1ccc(Cl)cc1Cl,nt,nt,-100
CCOc1ccccc1OCCOc1ccccc1OC(C)C,-0.03,0.97,-42
CCn1c2ccccc2n2c(=O)c(=O)n(CC(=O)N3CCN(c4ccccc4OC)CC3)nc12,nt,nt,38
COc1ccc(N2CC(O)=C(c3nc4ccccc4s3)C2=N)c(OC)c1,-0.7,-0.5,-57
CCOC(=O)CN1CC23C=CC(O2)C(C(=O)NCc2ccccc2OC)C3C1=O (stereo not given),1.3,0.8,nt
O=C1c2ccccc2C(=O)N1OCc1cccc(Cl)c1,0.09,0.01,10
Cc1ccc(NC(=S)NCc2ccccc2)cc1[N+](=O)[O-],-0.71,-0.39,nt
O=C(CN1C(=O)C2C3C=CC(C3)C2C1=O)Nc1nc(-c2ccccn2)cs1 (stereo not given),0.53,-0.1,-81
COc1cc2c(cc1NC(=O)CN1CCN(S(=O)(=O)c3ccc(C)cc3)CC1)oc1ccccc12,0.9,0.64,-3
O=C(Nc1ccccc1)OC1CCS(=O)(=O)C1 (stereo not given),0.98,1.5,nt
Cc1ccc(C)n1-c1ccc(C(=O)O)cc1,0.49,0.21,1
N#Cc1cc(Oc2cccc3cccnc23)c(-n2nnc3ccccc32)cc1C#N,-1,2.9,nt
S=C(Nc1cccc2ccccc12)N1CCN(c2ncccn2)CC1,-0.83,-0.5,21
Nc1nc(SCc2c(Cl)cccc2Cl)n[nH]1,0.39,0.24,nt
CCOc1ccc(-c2cc(CCCC(=O)N3CCN(c4ccc(OC)cc4)CC3)no2)cc1,-1.4,-0.8,nt
Cc1ccc(-n2c(C)nc3c(cnn3-c3ccccc3Cl)c2=O)cc1C,-0.73,-0.78,3
Oc1c(C=C2N=c3ccccc3=N2)sc(=S)n1-c1ccccc1,-0.14,-0.09,nt
CC1=C(C(=O)NCc2ccccn2)C2(CCC(C)CC2)OC1=O (stereo not given),0.3,0.19,nt
CC(C)=CC(=O)OCC(=O)Nc1ccc(Cl)cn1,0.57,0.26,28
Cc1ccc(S(=O)c2ccc(C)cc2)cc1,-0.26,-0.27,nt
Cc1nn(C(=O)N2CCOCC2)c(C)c1CN1C(=O)c2ccccc2C1=O,nt,nt,9
Cc1ccc(C(=S)N2CCN(Cc3ccccc3)CC2)s1,nt,nt,-67
CC(NS(C)(=O)=O)C(c1cccs1)N1CCN(c2ccccc2F)CC1 (stereo not given),-0.29,-1.2,6
O=C1CC(=O)C(n2cncn2)C(c2ccc(Cl)cc2)C1 (stereo not given),0.41,-0.41,-18
COC(=O)Cn1cnc2sc(C)c(S(=O)(=O)N3CCC(C)CC3)c2c1=O,0.85,0.02,-11
COCCn1c(SCC(=O)Nc2cc(C)on2)nnc1-c1c[nH]c2ccccc12,0.85,0.75,nt
COc1ccccc1N(C)S(=O)(=O)c1ccc(C(=O)Nc2nc(C)cs2)cc1,nt,nt,-24
COc1ccc(C2=CSC3=NNC4(CCCCC4)NN23)cc1,nt,nt,-8
O=C(CN1CCN(Cc2ccccc2)CC1)N1CCCc2c1c(=O)oc1ccc(O)cc21,0.61,0.71,-17
O=C(NCC1(c2ccccc2)CCCC1)c1ccc(Br)o1,-0.65,0.08,9
CCc1nc2sc3ccccc3c(=O)c2c(=O)n1CCOC,-0.53,-0.72,26
CCOC(=O)c1ccccc1NC(=O)c1cn(-c2ccc(C)c(C)c2)c(=O)c2ccccc12,2,1.9,-8
Cc1cc(NS(=O)(=O)c2ccc(NC(=O)C(C)Oc3ccc4c(C)cc(=O)oc4c3)cc2)no1 (stereo not given),1.6,1.2,62
CN(C)S(=O)(=O)N1CCN(S(=O)(=O)N2CCOCC2)CC1,nt,nt,17
O=C(NCCCNC(=O)c1ccccn1)c1ccccn1,-0.26,-0.11,nt
O=C(c1cccnc1)n1nc(-c2ccco2)nc1NCc1cccs1,nt,nt,49
COc1cc(NC(=O)c2ccc(CNc3c(N4CCOCC4)c(=O)c3=O)cc2)cc(OC)c1,1.1,1.1,nt
CC(C)c1ccc(CNc2ccc(N3CCOCC3)cc2)cc1,-0.02,-0.19,-8
COc1ccc(-c2nc(C(N)=O)c3[nH]c(=O)n(-c4cccc(Cl)c4)c3n2)cc1OC,-1.6,-0.83,-110
CCCC(=O)Nc1cc(-c2nn(C)c(=O)c3ccccc23)ccc1N1CCOCC1,0.41,0.53,-4
CC(C)(C)C1CCC(=NNC(=O)CN(c2ccccc2)S(C)(=O)=O)CC1 (stereo not given),0.7,0.29,-23
Cn1cccc1C(=O)C(=O)Nc1cccc(Cl)c1Cl,-0.42,0.08,-14
CCOC(=O)Cc1csc(NC(=O)c2ccc(C)o2)n1,0.27,0.11,28
COc1ccc(-n2c3c(c(=O)[nH]c2=O)C(NC(C)=O)(C(F)(F)F)C(=O)N3)cc1 (stereo not given),nt,nt,17
Cc1cc(C)n2nc(SCC(=O)N(C)c3ccccc3)nc2n1,0.01,-0.29,-192
Cc1ccc(NC(=O)COC(=O)COc2ccc(Cl)cc2C)c([N+](=O)[O-])c1,-0.06,-0.25,29
COc1ccc(NC(=O)CC(NCCc2ccccc2)C(=O)O)c(OC)c1 (stereo not given),0.17,-0.15,36
Cc1ccc(-n2c(=O)[nH]c3c(oc4ccccc43)c2=O)cc1,nt,nt,28
C[C@]12CC[C@@H]3c4ccc(O)cc4[C@@H](O)C[C@H]3[C@@H]1CC[C@@H]2O,0.92,0.57,-57
CCOc1ccc2nc(NC(=O)C3CCN(S(=O)(=O)c4cnc[nH]4)CC3)sc2c1,0.36,0.32,nt
CCCc1[nH]nc2c1C(c1ccc(OC)c(Cn3nc(C)c(Br)c3C)c1)C(C#N)=C(N)O2 (stereo not given),0.32,0.13,41
O=C(COC(=O)c1cccc(Br)c1)NCCc1ccccc1,-0.1,0.18,nt
N#CC1=C(N)NC(SCC(=O)c2ccccc2)=C(C#N)C12CCCC2,0.87,0.83,-61
COc1ccc([N+](=O)[O-])cc1NC1CCCCC1,-0.73,-0.63,0
Cc1ccccc1C(=O)c1cccn1CC(=O)NCC1CCCO1 (stereo not given),-0.57,-1.2,-71
CC1=C(C(=O)OCc2ccccc2)C(c2ccc(C(C)(C)C)cc2)NC(=O)N1CCCCCC(=O)O (stereo not given),0.43,0.76,38
C1=C(c2ccc(-c3ccccc3)cc2)Nc2ncnn2C1c1ccco1 (stereo not given),-0.75,0.49,nt
CCOC(=O)N1CCC(NC(=O)CCc2c(C)nc3nc(C)nn3c2C)CC1,-0.34,-1.3,nt
COc1ccc(CCNC(=O)Cn2nnc3ccccc3c2=O)cc1,0.05,-0.65,nt
COCCNC(=O)Cc1ccc(F)cc1,2.8,1.4,36
CC(C(=O)Nc1ccc(C#N)cc1)N(C)CC(=O)Nc1ccccc1Br (stereo not given),nt,nt,-9

Grouped by structure, those above containing a furan ring, fused or not
smiles,SDO1 yeast rescue,SDO1 yeast rescue Rescue 24 h,INS promoter inh
COc1cc2c(cc1NC(=O)CN1CCN(S(=O)(=O)c3ccc(C)cc3)CC1)oc1ccccc12,0.9,0.64,-3
O=C(NCC1(c2ccccc2)CCCC1)c1ccc(Br)o1,-0.65,0.08,9
O=C(c1cccnc1)n1nc(-c2ccco2)nc1NCc1cccs1,nt,nt,49
CCOC(=O)Cc1csc(NC(=O)c2ccc(C)o2)n1,0.27,0.11,28
Cc1ccc(-n2c(=O)[nH]c3c(oc4ccccc43)c2=O)cc1,nt,nt,28
C1=C(c2ccc(-c3ccccc3)cc2)Nc2ncnn2C1c1ccco1 (stereo not given),-0.75,0.49,nt

Additional compounds follow.
smiles,SDO1 yeast rescue,SDO1 yeast rescue Rescue 24 h,INS promoter inh
Nc1nc(SCc2ccc(Cl)cc2Cl)ns1,-1.9,-2.3,17
Cc1c(N=C2NC(=O)/C(=C/c3ccc(O)cc3)S2)c(=O)n(-c2ccccc2)n1C,0.8,0.73,17
CCN(CC)S(=O)(=O)c1ccc(Nc2nc3ccccc3n3nnnc23)cc1,-1.2,-0.09,-50
O=C(COC(=O)CNS(=O)(=O)/C=C/c1ccccc1)Nc1cc(S(=O)(=O)N2CCCCC2)ccc1Cl,nt,nt,-453
COc1cc(CCC(=O)OCC(=O)Nc2c(C)cc(C)cc2C)cc(OC)c1OC,0.12,-0.65,-12
Cc1c(CCO)c(=O)[nH]n1C(=O)c1c(F)cccc1F,0.6,0.17,-35
COc1cccc(NC(=O)CSc2ncnc3c2cnn3Cc2ccccc2)c1,-0.3,-0.39,21
CCOC(=O)C1=C(CSc2nncn2C)NC(=O)NC1c1cc(OCC)ccc1OCC (stereo not given),1.2,0.64,4
CCn1c(CNc2ccc(Cl)cc2)nnc1SCc1ccccc1,-2.8,-2,-4
O=C(CN(Cc1ccccc1)S(=O)(=O)c1cccc(C(F)(F)F)c1)NC1CCCCC1,-1.2,-1.2,nt
Cc1ccc(S(=O)(=O)Nc2nsc(N)n2)cc1,0.48,0.13,-19
O=C(CC1C(=O)NCCN1Cc1cccc(Oc2ccccc2)c1)NCCc1cscn1 (stereo not given),nt,nt,-9
COc1ccc(N2CCN(S(=O)(=O)Cc3ccccc3)CC2)cc1,-0.52,-0.43,29
CCN(CC)c1ccc(NC(=O)CN2CCN(S(=O)(=O)c3cc(Cl)ccc3OC)CC2)cc1,-0.49,-0.55,-3
CC(=O)Nc1ccc2nc(-c3ccncc3)[nH]c2c1,1.1,0.51,-492
CCOC(=O)C1=C(C)OC(N)=C(C#N)C1c1c(C)nn(-c2ccccc2)c1Cl (stereo not given),-1.2,0.77,8
O=C(Nc1ccncc1)c1cccc(F)c1,0.71,0.63,-32
COc1cc2c(cc1NC(=O)CN(C)Cc1nc3ccccc3c(=O)[nH]1)oc1ccccc12,-1.9,-1.8,nt
Cc1ccc(CN2C(=O)CSc3ccc(C(=O)NCCN4CCOCC4)cc32)cc1,-0.28,-0.28,nt
COc1ccccc1NC(=O)CN1C(=O)C(C)SC(C)C1=O (stereo not given),-0.35,-1.4,nt
Cc1ccc(N(C(=O)C2CCCC2)C2C=CS(=O)(=O)C2)cc1 (stereo not given),0.78,0.08,-21
CCOC(=O)C1CCN(C(=O)Cn2cc(C(=O)c3ccco3)c3ccccc32)CC1,1.2,0.83,-335
CC(=O)C1=C(c2ccccc2)NC(=S)NC1c1cc(Cl)c(OC(C)C)c(Cl)c1 (stereo not given),-0.34,-0.26,nt

Screens as filed in PubChem.
